# Assay outcomes from PubChem BioAssay.
# ASAP1 inh: inhibitors of human ASAP1 ArfGAP activity. Q9ULH1. ASAP1-stimulated ARF1 GTP hydrolysis, GDP FP detection. inhibition, % at 16.5 µM. actives 0.19% (n = 360,000). AID 624377; in the data active = inhibition above about 25%;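 also: 0% = vehicle with enzyme and substrate and 100% = no enzyme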
# ARFGAP1 inh: rat ARFGAP1 inhibition; Arfgap1-stimulated ARF1 GTP hydrolysis, GDP FP detection; actives 0.26% (n = 360,000); inhibition, % at 16.5 µM; Q62848;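 active = inhibition above a per-plate limit, mean inhibition of low control wells plus 3 SD, cut at about 25% in these data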;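 also: 0% = DMSO wells with enzyme and 100% = wells lacking Arfgap1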
#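 Replicates: Single well per compound | Assay system: Truncated rat Arfgap1 GAP domain | Control set: No-Arfgap1 wells (100%) versus DMSO full-reaction wells (0%) | Times: Enzyme reaction 120 min at 25 °C after 20 min preincubation | Reagent: Human ARF1(Δ1-17)-GTP substrate | Measured by: Tracer-displacement fluorescence polarization with EDTA stop, 620/688 nm | Measure: Percent inhibition of Arfgap1-stimulated GTP hydrolysis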
# DDE Tn7 FP inh: inhibitors of Tn7 peptide binding to human fibrin DD(E) | AID 720508 | FP displacement of FITC-Tn7 peptide from fibrin DD(E); 0% = median of compound wells per plate | P02675 | actives 0.13% (n = 370,000) | inhibition, % at 8.3 µM;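 active = inhibition above the mean of compounds falling within the control limits plus 3 SD of them, cut at about 14% in these data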;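 also: 0% = plate median of compound wells and 100% = 10 µM Aha-Tn7 peptide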
# Target sequence (P02675 whole entry, looked up): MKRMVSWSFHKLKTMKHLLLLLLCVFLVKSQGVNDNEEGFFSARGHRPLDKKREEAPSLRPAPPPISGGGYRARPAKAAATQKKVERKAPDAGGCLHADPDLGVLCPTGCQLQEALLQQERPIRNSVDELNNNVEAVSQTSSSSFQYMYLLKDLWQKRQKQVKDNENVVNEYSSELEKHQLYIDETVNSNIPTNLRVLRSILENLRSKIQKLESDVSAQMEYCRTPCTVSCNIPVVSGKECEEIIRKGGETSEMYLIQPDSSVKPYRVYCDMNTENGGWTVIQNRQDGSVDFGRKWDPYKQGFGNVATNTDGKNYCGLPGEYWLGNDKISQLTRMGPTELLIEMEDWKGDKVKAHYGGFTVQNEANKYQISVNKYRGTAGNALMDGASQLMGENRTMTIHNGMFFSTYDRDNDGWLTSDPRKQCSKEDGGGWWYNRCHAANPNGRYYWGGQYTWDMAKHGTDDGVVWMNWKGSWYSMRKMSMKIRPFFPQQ
#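 System: human fibrin DD(E); quantity: Fibrin-DD(E) at 2 µM final; also added: fluorescent Tn7 probe at 0.1 µM; compound dosing: single nominal test concentration of 8.3 µM per compound; schedule: 10 min preincubation, 3 h with tracer, room temperature; detection: fluorescence polarization of the labelled Tn7 tracer; repeats: one replicate per compound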
# TDP2 inh: TDP2 (human) inhibition, absorbance primary screen; O95551; recombinant TDP2, T5PNP hydrolysis, p-nitrophenol absorbance 415 nm; inhibition, % at 12.8 µM; actives 0.34% (n = 370,000); AID 720702;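 active = inhibition above the mean of all tested compounds plus 3 SD, set per campaign, cut at about 25% in these data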;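 also: 0% = DMSO with enzyme and 100% = buffer with substrate but no TDP2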
#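 Read-out basis: percent inhibition. System: recombinant human TDP2. Buffer or medium: Mg2+-containing Tris-HCl buffer, pH 7.5. Repeats: single replicate. Timing: reaction 2 h, 37 °C. Benchmarks: high control without enzyme, low control DMSO plus TDP2. Probe or stimulus: 5 mM T5PNP. Doses: 12.8 µM only. Measured by: epi absorbance of p-nitrophenol freed from T5PNP by hydrolysis.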
# ADAM17 inh: inhibitors of human ADAM17 | P78536 | recombinant ADAM17, EDANS/DABCYL FRET peptide cleavage | inhibition, % at 6.95 µM | actives 0.83% (n = 370,000);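 active = inhibition above the mean of compounds lying between control limits plus 3 SD, set per campaign, cut at about 8.5% in these data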;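 also: 0% = DMSO-only wells as the low control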
# DDE Tn6 FP inh: disrupts Tn6 cyclic peptide binding to fibrin D-Dimer-E complex | actives 0.21% (n = 370,000) | P02675 | Fibrin DD(E) TRITC-Tn6 fluorescence polarization displacement | inhibition, % at 8.3 µM | AID 720509;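 active = inhibition above a per-campaign cutoff: mean of compounds within control limits plus 3 SD, cut at about 15% in these data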;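 also: 0% = median of all compound wells on the plate and 100% = blocking peptide control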
# KLK7 zymogen act: proKLK7 (human) activation, primary screen | purified proKLK7, EDANS-DABCYL substrate fluorescence; 100% is mature enzyme control, 0% vehicle | P49862 | AID 652039 | activation, % at 7 µM | actives 0.9% (n = 370,000);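 active = activation above the mean of all tested compounds plus 3 SD, computed per campaign excluding outliers beyond control limits, cut at about 13% in these data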
# LEDGF integ inh: blocks HIV-1 LEDGF/p75-dependent DNA integration | TR-FRET IN-LEDGF/p75 DNA integration, Eu/Cy5 | inhibition, % at 3.7 µM | actives 0.64% (n = 370,000);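 active = inhibition above the screen-wide mean plus 3 SD, cut at about 13% in these data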;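 also: signal is the Cy5 over europium emission ratio at 671 and 618 nm; 0% = plate median of compound wells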
# ADAM10 inh: inhibits human ADAM10. inhibition, % at 7 µM. actives 0.62% (n = 370,000). recombinant ADAM10, EDANS/DABCYL FRET peptide cleavage, 3 h. AID 720582;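 active = inhibition above a per-campaign cutoff equal to the mean of compounds falling between control-based bounds plus 3 SD, cut at about 20% in these data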;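 also: 0% = DMSO wells while the 100% control is not disclosed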
# Target sequence (O14672 214-748 limits assumed): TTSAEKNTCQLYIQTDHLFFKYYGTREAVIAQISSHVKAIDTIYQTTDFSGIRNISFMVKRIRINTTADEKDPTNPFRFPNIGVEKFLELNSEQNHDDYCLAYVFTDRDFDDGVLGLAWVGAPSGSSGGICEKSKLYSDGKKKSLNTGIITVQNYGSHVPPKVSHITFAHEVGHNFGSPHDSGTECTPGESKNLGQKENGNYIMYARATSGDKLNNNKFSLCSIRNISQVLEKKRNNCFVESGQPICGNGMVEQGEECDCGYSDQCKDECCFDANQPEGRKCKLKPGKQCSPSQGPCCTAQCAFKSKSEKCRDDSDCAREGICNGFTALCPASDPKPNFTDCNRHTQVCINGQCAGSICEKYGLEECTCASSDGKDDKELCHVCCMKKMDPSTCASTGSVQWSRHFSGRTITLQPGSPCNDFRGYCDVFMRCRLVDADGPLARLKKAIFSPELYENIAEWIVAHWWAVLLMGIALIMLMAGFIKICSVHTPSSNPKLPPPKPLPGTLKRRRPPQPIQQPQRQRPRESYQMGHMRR
# PLCg1 inh: blocks human PLC-gamma1 enzyme activity; P19174; purified PLC-gamma1, fluorogenic substrate, fluorescence; inhibition, % at 12.2 µM; actives 0.84% (n = 370,000); in the data active = inhibition above about 9.5%
# An asterisk follows results filed as active; i = inactive.
# Every second line gives: ASAP1 inh	ARFGAP1 inh	DDE Tn7 FP inh	TDP2 inh	ADAM17 inh	DDE Tn6 FP inh	KLK7 zymogen act	LEDGF integ inh	ADAM10 inh	PLCg1 inh
> Cc1nnc(SCc2nc3ccccc3s2)n1N
 : -12	6	0	4	-4	-2	-0.5	-5	-7	1
> S=C(Nc1cccnc1)N1CCCCC1
 : 22	0	-2	0	-1	-7	-0.1	0	-5	1
> CC(=O)Nc1ccc(-c2ccc(NC(C)=O)cc2)cc1
 : 1	9	-5	0	-2	-6	0.0	1	2	2
> COc1ccc(CCNC(=O)CSc2ccc(NC(C)=O)cc2)cc1OC
 : -16	1	4	-4	-1	5	-0.1	-4	-4	-1
> Nc1nc(=O)n(C2CCCCO2)cc1Br (stereo unspecified)
 : -4	4	-4	11	-4	4	-0.3	0	-7	4
> COc1cc(/C=N/Nc2nc3ccccc3o2)cc(OC)c1O
 : -12	16	2	4	-9	-4	-17	-5	-27	-19
> COc1ccc(NC2CCCN(C(=O)CCC(=O)c3ccc(F)cc3)C2)cc1 (stereo unspecified)
 : -6	6	-1	1	-4	2	0.5	-1	-5	2
> CCN(CC)S(=O)(=O)c1ccc(N2CCCC2)c(NC(=O)CC(C)(C)C)c1
 : 1	0	-3	3	-4	4	0.2	-2	-1	-1
> C=CCNC(=O)CN1CCC(O)(c2ccccc2)CC1
 : -11	-1	7	7	-4	1	0.3	0	2	-1
> CCCNC(=S)N1CC2(C)CN(C(=O)C(=O)OCC)CC(C)(C1)C2=O
 : 5	2	-4	-2	-1	-10	-0.1	0	4	0
> COc1cccc(NC(=S)Nc2cccc3ccccc23)c1
 : -3	9	0	18	-16	-5	-4.1	7	-53	-29
> Cc1ccc(NC(=O)c2cc(-c3ccccc3)nn2-c2ccccc2)c(Br)c1
 : 2	-3	-7	7	-1	0	-0.1	-1	-1	3
> CNC(=O)N1CCC(C(=O)c2c(C)c(C)c(C)c(C)c2C)CC1
 : 2	-5	1	-1	-3	8	0.8	1	-3	5
> CC1(C)CC(NCCC(c2ccccc2)c2ccco2)CCO1 (stereo unspecified)
 : 8	4	4	1	-7	8	1.2	-6	-9	-1
> Cc1ccc2nc3c(cc(C(=O)NC4CCCCC4)c(=N)n3C3CCCCC3)c(=O)n2c1
 : -10	3	-1	-12	i	-3	-21	-7	i	-316
> CC(=O)N1C(=O)C(=C2C=C(C)OC(C)=C2)c2ccccc21
 : 5	-2	-5	-15	0	7	1.0	-2	1	-15
> CSc1nnc(-c2cc[n+](C)cc2)n1CCO
 : 2	11	4	1	-1	-3	0.2	0	-5	-10
> Cc1ccc(C)c(OCCn2cc(/C=C(\C#N)C(=O)NCC3CCCO3)c3ccccc32)c1 (stereo unspecified)
 : 3	-2	-6	-7	-1	-3	-0.8	2	-6	1
> Cc1ccccc1S(=O)(=O)NCC1CCCO1 (stereo unspecified)
 : 3	4	-5	-3	-2	-7	0.7	0	5	1
> CCOC(=O)/C(C#N)=C/Nc1ccsc1C(=O)OC
 : 3	1	-2	-1	-6	0	-0.3	-1	-8	-1
> CCC(=O)N1c2ccc(S(=O)(=O)N3CCN(C)CC3)cc2CC1C (stereo unspecified)
 : -4	4	3	-2	-1	-2	0.2	2	2	1
> CCCNC(=O)c1cc(SC)ccc1Cl
 : 6	-7	7	9	-6	1	0.0	0	0	-2
> NS(=O)(=O)c1cccc(NC(=S)NC(=O)c2cccc([N+](=O)[O-])c2)c1
 : 5	1	-3	-8	-1	1	-1.1	-7	-9	-1
> Cc1ccc(NC(=O)C2C3C=CC4(CN(Cc5cccnc5)C(=O)C24)O3)cc1 (stereo unspecified)
 : 4	4	7	-3	0	-2	0.0	3	0	2
> OC(COc1ccc(-c2ccccc2)cc1)CN1CCCCC1 (stereo unspecified)
 : 0	-8	5	3	-1	2	0.0	1	3	-4
> O=C(c1ccc(F)cc1)N1C2CCC1CC(O)(c1ccccc1F)C2 (stereo unspecified)
 : 7	5	0	-4	3	1	0.1	0	-8	-1
> COc1ccc(C(=O)NCCCCCC(=O)N/N=C/c2ccco2)cc1OC
 : 2	3	-9	-2	2	-2	-0.1	1	-2	-1
> CCNC(=O)c1oc2c(c1C)C(=O)CC(C)(C)C2
 : 1	6	1	8	-4	1	-0.2	-5	-8	-5
> Cc1cc(N2CCOCC2)c(F)cc1C(=O)c1ccccc1
 : -3	0	2	-7	1	-2	0.0	-5	0	-10
> COC(=O)c1cccc(COC(=O)CNC(=O)c2ccco2)c1
 : -4	3	-7	-4	-3	7	0.4	0	-11	0
> CNC(=O)c1cc2cc(OC)ccc2n1CCN(Cc1ccccc1)Cc1ccccc1
 : 4	7	-2	6	-2	-3	-0.9	2	-7	-6
> CN(C)c1ccc(NC(=O)Nc2nc(C(N)C3CCCCC3)cs2)cc1 (stereo unspecified)
 : 12	3	2	-7	5	-3	0.5	-3	4	-1
> COc1ccccc1NC(=O)NCc1ccccc1F
 : -5	-3	4	1	0	6	0.4	0	-2	1
> Cc1cc(C(=O)CN2C(=O)NC(C)(c3cccc(Br)c3)C2=O)c(C)n1Cc1ccco1 (stereo unspecified)
 : -7	-4	4	0	4	3	-0.2	-1	16	1
> COc1ccc2nc(NC(=O)CSc3nnc(-c4ccoc4C)n3C)sc2c1
 : 7	8	-2	-17	-3	-1	-0.5	-2	-2	7
> Cc1cc(Br)ccc1NC(=O)CN(C)C(=O)C1CCN(c2ncnc3sc(C)c(C)c23)CC1
 : 7	2	6	-6	1	8	0.3	-1	1	-1
> CC1(C)CC(=O)C=C(c2ccc(COC(=O)c3ccccc3)cc2)C1=O
 : 4	4	2	6	-4	7	0.2	0	-6	-1
> COc1cc(N=C(N)N=C(N)N)cc(OC)c1
 : 5	3	-2	5	-6	-7	0.3	-2	-4	-3
> S=C1Nc2ccccc2Sc2ccc(Cl)cc21
 : 1	-12	2	3	2	5	0.2	-1	6	2
> O=C(C[C@H]1CC[C@H]2[C@@H](COC[C@H](O)CN2Cc2ccccc2)O1)NCCCN1CCOCC1
 : 8	2	0	1	-1	4	0.0	-2	-12	0
> Cc1cccc(N2CCN(C(=O)CNC(=O)C3CCCCC3)CC2)c1C
 : -4	15	4	-8	-6	3	-0.2	-9	-3	-1
> O=C(Nc1ccc(Cl)cc1F)c1ccc(-n2cncn2)cc1
 : -3	-4	11	-5	-3	-6	0.9	2	4	0
> CCOC(=O)N1CCN(c2c(N3CCN(C(=O)OCC)CC3)c(=O)c2=O)CC1
 : -15	-15	-1	9	2	-7	0.1	4	6	5
> O=C(Cn1nnc(-c2ccc(Cl)cc2)n1)NC1CCN(Cc2ccccc2)CC1
 : 9	-1	-6	8	-2	0	0.1	-2	-3	-3
> CCc1cccc(CC)c1NC(=O)COC(=O)C1(c2ccc(Cl)cc2)CCCC1
 : 4	7	4	10	-3	-3	0.4	-2	-1	-3

# Rewritten with tabs: entries from further up
smiles	ASAP1 inh	ARFGAP1 inh	DDE Tn7 FP inh	TDP2 inh	ADAM17 inh	DDE Tn6 FP inh	KLK7 zymogen act	LEDGF integ inh	ADAM10 inh	PLCg1 inh
Cc1nnc(SCc2nc3ccccc3s2)n1N	-12	6	0	4	-4	-2	-0.5	-5	-7	1
S=C(Nc1cccnc1)N1CCCCC1	22	0	-2	0	-1	-7	-0.1	0	-5	1
CC(=O)Nc1ccc(-c2ccc(NC(C)=O)cc2)cc1	1	9	-5	0	-2	-6	0.0	1	2	2

# (further entries)
# Every second line gives: ASAP1 inh	ARFGAP1 inh	DDE Tn7 FP inh	TDP2 inh	ADAM17 inh	DDE Tn6 FP inh	KLK7 zymogen act	LEDGF integ inh	ADAM10 inh	PLCg1 inh
> Cc1n[nH]c(C)c1Cc1c(F)cccc1Cl
 : -6	1	8	-2	-4	-6	-0.3	1	4	-1
> Cc1nc(NS(=O)(=O)c2ccc(Cl)s2)c2c3c(sc2n1)CCCC3
 : -9	-1	1	-4	-10	-7	0.3	2	-38	-12
> NC(=O)c1ccc(NC(=O)CN2CCN(S(=O)(=O)c3ccc4ccccc4c3)CC2)cc1
 : 2	-1	4	2	-1	-4	0.2	4	-1	-26
> CCc1noc(C)c1C(=O)Nc1cc(S(=O)(=O)N(CC)CC)ccc1N1CCOCC1
 : -9	1	0	-13	-6	4	-0.8	2	-2	-31
> N#C/C(=N/O)c1nc(-c2ccc(F)cc2)cs1
 : 7	6	-4	3	-2	3	0.2	3	1	0
> CC(C)(C)C(=O)OCc1nc(-c2ccc3c(c2)OCCO3)cs1
 : 7	-1	2	-4	2	7	0.1	3	3	0
> CSc1ccc(C2=CC(=O)C[C@H](c3ccc(F)cc3)C2)cc1
 : -13	-6	-4	11	-30	3	-8.4	0	-102	-456
> CCN(C(=O)C(C)N1C(=O)/C(=C/c2ccco2)SC1=S)C1CCS(=O)(=O)C1 (stereo unspecified)
 : -7	-13	14*	1	1	9	0.9	49*	1	-2
> CCOc1ccc(NC(=O)C2CC=CCC2C(=O)O)cc1 (stereo unspecified)
 : -3	6	-6	1	-4	1	-0.2	-1	-3	-2
> Cc1ccc(OCC(=O)Nn2c(C)nc3ccccc3c2=O)c(C(C)C)c1
 : -12	6	12	8	-3	0	0.0	0	6	-6
> O=C(NC1CC1)C1CCCN1S(=O)(=O)c1ccc2ccccc2c1 (stereo unspecified)
 : -4	-5	4	11	-4	0	0.6	-1	-7	0
> Cc1cc(C)c2[nH]c(=O)c(C(c3nnnn3C(C)(C)C)N(Cc3ccco3)CC3CCCO3)cc2c1 (stereo unspecified)
 : 0	-7	7	14	-7	1	0.3	-1	-20	-2
> CCN(CC)C(=O)[C@H]1C[C@H](CC(=O)NCC23CC4CC(CC(C4)C2)C3)C(=O)N2CCc3c([nH]c4cc(-c5ccco5)ccc34)[C@]12C
 : -6	5	-2	-4	-30	-2	-7.2	1	-107	-95
> COc1cccc(CN2CCNC(=O)C2CC(=O)NCCc2nc(C)c(C)s2)c1OC (stereo unspecified)
 : 12	-3	-2	8	-2	-8	0.0	1	-2	-1
> N#CC1=C(N)Oc2cc(Nc3ccccc3)ccc2C1c1ccncc1 (stereo unspecified)
 : 12	1	3	-5	0	-4	0.4	-2	10	-3
> CCCOc1ccc(CNC(=O)C2CCN(C(=O)N3CCOc4ccccc43)CC2)cc1
 : -16	-13	4	-6	0	6	0.2	0	-7	-2
> COc1cc(C(=O)NC2CCCCC2)ccc1OC1CCN(C(C)=O)CC1
 : -10	-5	-1	2	0	4	-0.2	1	-1	-1
